KCNQ1 block – inhibitors of human KCNQ1 potassium channel; CHO-K1 KCNQ1, FluxOR thallium flux fluorescence; active compounds read high; B-score at 10 µM; actives 1.3% (n = 310,000);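 active = compounds whose thallium flux B-score, printed positive for inhibition, exceeds three library SD while starting fluorescence stays within three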;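 note: channel opened by potassium depolarization with thallium stimulus after 20 min compound exposure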
PolyA inh – inhibitors of polyadenylation in S. cerevisiae; S. cerevisiae SKY197-pL101 polyadenylation reporter, beta-gal luminescence; efflux-impaired pdr1/pdr3 knockout yeast; score 100 = 6 SD above DMSO; calls only at 12 µM; actives 0.02% (n = 300,000); AID 1875;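 active = lowest replicate activity score at least 50, where 100 means six control SD above control mean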;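 note: yeast exposed to compound for 9 h at 30 °C; higher score means more reporter readthrough which indicates perturbed polyadenylation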
RGS4 inh – human RGS4 inhibition. HEK293 M3R/RGS4 inducible, Fluo-4 calcium flux; active compounds read high; triggered by carbachol at its EC20. actives 0.45% (n = 310,000). B-score at 10 µM. P49798;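 active = B-score, a plate-corrected calcium signal, over three deviations above library mean, with baseline fluorescence within five deviations of library mean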;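 note: RGS4 expression induced by doxycycline in cells with stable M3 receptor; B-score is computed from the integrated fluorescence ratio over baseline after carbachol; higher B-score means a larger calcium signal and so more RGS4 inhibition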
Target sequence (P49798 whole entry, looked up): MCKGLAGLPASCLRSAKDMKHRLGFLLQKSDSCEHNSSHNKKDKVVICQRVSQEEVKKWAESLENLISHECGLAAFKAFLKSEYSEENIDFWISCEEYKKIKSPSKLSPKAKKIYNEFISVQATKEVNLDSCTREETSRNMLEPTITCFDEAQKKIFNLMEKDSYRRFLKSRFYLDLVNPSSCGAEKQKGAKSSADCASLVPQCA
KCNQ1 act – potentiates or activates the human KCNQ1 potassium channel. actives 0.35% (n = 310,000). B-score at 10 µM. P51787. CHO-K1 KCNQ1, thallium flux FluxOR fluorescence; active compounds read high;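 active = fluorescence ratio B-score, a plate-corrected score, at least three library SD, with initial intensity B-score within 5 SD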
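Doses: Single concentration per compound, DMSO matched to controls | Test system: KCNQ1-transfected CHO-K1 cells | Timing: 90 min dye loading and 20 min compound exposure, both at room temperature | Measured by: Kinetic FluxOR thallium fluorescence, 10-s 1-Hz baseline, 110-s post-stimulus read | Medium: Assay buffer with matched DMSO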
hERG protect – compounds protecting human hERG from proarrhythmic drug block | Q12809 | CHO-hERG, FluxOR thallium flux, dofetilide IC70 present | activation (rescue from dofetilide block), less the hit threshold, % at 10 µM | actives 0.51% (n = 310,000);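 active = activation above the mean of controls blocked by dofetilide plus 5 SD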;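 note: thallium influx through hERG after potassium depolarization seen as dye fluorescence rise; in these data hits start at about 4.7%; inactives centre near -7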
GSK3beta inhib – inhibitors of human GSK3beta kinase. P49841. GST-GSK3beta kinase, ADP-Glo luminescence, 60 min; active compounds read low. activity score (negative = inhibition), % at 10 µM. actives 0.038% (n = 300,000). AID 2097;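 active = more than half of replicate wells score below -50%, meaning over 50% inhibition versus plate controls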;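 note: 0% = median DMSO wells and -100% = median GW8510 positive control wells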
Target sequence (P49841 whole entry, looked up): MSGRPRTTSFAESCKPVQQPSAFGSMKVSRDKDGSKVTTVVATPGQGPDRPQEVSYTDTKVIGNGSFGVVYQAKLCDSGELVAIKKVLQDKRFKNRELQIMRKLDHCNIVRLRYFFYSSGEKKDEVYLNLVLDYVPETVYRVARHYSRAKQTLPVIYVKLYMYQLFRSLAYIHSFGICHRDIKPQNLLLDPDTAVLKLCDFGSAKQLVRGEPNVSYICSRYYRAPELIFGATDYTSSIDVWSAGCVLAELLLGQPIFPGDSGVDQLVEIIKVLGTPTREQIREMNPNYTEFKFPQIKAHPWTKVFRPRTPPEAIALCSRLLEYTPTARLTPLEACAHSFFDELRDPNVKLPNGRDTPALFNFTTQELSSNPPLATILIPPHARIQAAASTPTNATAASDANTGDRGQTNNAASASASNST
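Test system: GST-tagged human GSK3beta kinase, cell-free; evaluation: activity score scaled between in-plate DMSO and GW8510 controls; measured by: ADP-Glo luminescence; incubation: 60 min reaction, RT; benchmarks: DMSO and 20 µM GW8510; reagent: peptide substrate plus 25 µM ATP (final); medium: Tris/MgCl2 kinase buffer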
GSK3A inh – inhibitors of human GSK-3 alpha kinase; P49840; ADP-Glo luminescence, 60 min; inhibition, % at 10 µM; actives 0.1% (n = 320,000); AID 2650;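 in the data active = inhibition above about 50%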;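 note: GST-tagged GSK-3 alpha with peptide substrate and 25 µM ATP; 0% = DMSO neutral wells and 100% = GW8510 positive control wells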
KCNK9 block – inhibitors of human KCNK9 two-pore domain potassium channel; Q9NPC2; HEK293 KCNK9, FluxOR thallium flux fluorescence; active compounds read low; B-score at 10 µM; actives 1.2% (n = 310,000); AID 488922;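 active = ratio B-score over 3 SD below the library mean, with starting fluorescence within 5 SD of its mean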;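 note: negative B-score means less thallium flux so channel inhibition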
KCNK3 inh – human KCNK3 channel inhibition, primary screen | CHO-KCNK3 thallium flux, FluxOR fluorescence; active compounds read low | B-score at 10 µM | actives 0.84% (n = 340,000) | AID 602410;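 active = B-score under library mean minus 4 SD, starting fluorescence ratio at most library mean plus 5 SD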;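 note: more negative B-score means stronger inhibition of thallium flux through KCNK3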
Target sequence (O14649 whole entry, looked up): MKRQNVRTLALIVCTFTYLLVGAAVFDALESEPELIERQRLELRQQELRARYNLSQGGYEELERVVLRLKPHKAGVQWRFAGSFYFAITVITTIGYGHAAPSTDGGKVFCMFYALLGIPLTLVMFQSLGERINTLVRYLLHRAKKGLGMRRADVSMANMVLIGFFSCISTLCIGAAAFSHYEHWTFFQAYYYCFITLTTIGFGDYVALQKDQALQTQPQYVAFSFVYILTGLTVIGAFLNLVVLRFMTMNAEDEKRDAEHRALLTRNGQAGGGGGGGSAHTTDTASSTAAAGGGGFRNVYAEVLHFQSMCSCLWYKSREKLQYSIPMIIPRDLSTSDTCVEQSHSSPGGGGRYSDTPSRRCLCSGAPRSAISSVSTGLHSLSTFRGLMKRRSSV
DYRK1A inh – blocks rat Dyrk1A kinase activity | Q63470 | actives 0.43% (n = 310,000) | inhibition, % at 12.5 µM | AID 504441 | ADP-Glo luminescence, NFATc1 peptide; in the data active = inhibition above about 50%;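 note: plate controls were vehicle with enzyme for no effect and no enzyme for full effect; many of its hits are not listed in these tables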
RGS4 pot – potentiators or activators of RGS4; HEK293 M3R/inducible RGS4, carbachol calcium flux Fluo4; active compounds read low; B-score at 10 µM; actives 0.92% (n = 310,000);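 active = B-score of the integrated calcium signal more than 4 SD below the library mean, with starting fluorescence not abnormally high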;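 note: negative B-score means reduced calcium response which marks RGS4 activation or potentiation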
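Assay system: HEK293 FlpIn-TREx cells, stable M3R, doxycycline-inducible RGS4 / Probe or stimulus: carbachol, ECmax concentration / Times: overnight RGS4 induction, 30 min dye load 37 °C, 20 min compound RT / Signal: kinetic calcium fluorescence imaging with Fluo4-AM dye, 2 µM / Measure: Agonist-evoked peak-minus-minimum fluorescence over baseline, integrated ratio, B score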
Active calls of the source: *; i = inactive; nt = no result given. An excerpt, so the mix of outcomes need not match the whole.

SMILES	KCNQ1 block	PolyA inh	RGS4 inh	KCNQ1 act	hERG protect	GSK3beta inhib	GSK3A inh	KCNK9 block	KCNK3 inh	DYRK1A inh	RGS4 pot
Cc1ccnc(NCc2ccccc2O)c1	i	i	i	i	-5.0	3.0	0.2	i	i	3.5	i
Cc1ccccc1OCC(=O)O/N=C(\N)Cc1cccs1	i	i	i	i	-9.8	0.9	-5.3	i	i	nt	i
O=C(NCc1ccc(F)cc1)C(c1ccccc1)N(C(=O)c1csnn1)c1ccccc1 (stereo not drawn)	i	i	i	i	-7.1	-0.5	-3.6	i	i	0.2	i
COc1ccc(CC(=O)Nc2ccc3c(c2)OCO3)cc1S(=O)(=O)N1CCOCC1	i	i	i	i	-5.4	4.0	0.3	i	i	2.1	i
C/C(=N\Nc1ccc(F)cc1F)c1ccccc1O	i	i	i	i	-9.5	nt	nt	i	i	5.4	i
O=C(N/N=C/c1cc(Br)c(Br)s1)c1ccncc1	i	i	i	i	-7.5	1.8	-1.6	i	i	-0.2	i
CCOC(=O)c1c(C)c(C(=O)N2CCc3ccccc3C2)c(C)n1CC	i	i	i	i	-13.3	3.7	-0.9	i	i	-6.1	i
C[C@@H](C(=O)NCc1ccco1)N1C(=O)N2CCc3c([nH]c4ccccc34)[C@@]2(C)C1=O	i	i	i	i	-2.0	-0.6	-1.7	i	i	8.5	i
N#CCCN1CCN(Cc2cc(-c3ccccc3)ccc2O)CC1	i	i	i	i	-8.5	2.3	2.8	i	i	4.8	i
CSc1ncccc1C(=O)NC1CCCCCC1	i	i	i	i	-5.2	-1.3	-2.0	i	i	-5.9	i
COc1ccc(-n2nnnc2SCC(=O)Nc2cccc(O)c2)cc1	i	i	i	i	-7.6	-0.2	0.6	i	i	3.9	i
CN(Cc1ccccc1)c1nc(-c2cccc([N+](=O)[O-])c2)nc2ccccc12	i	i	i	i	-10.7	-1.6	nt	i	i	-3.0	i
Cc1nc(N2CCN(c3ccccn3)CC2)c2c(C)c(C(=O)N3CCN(c4ccc(F)cc4)CC3)sc2n1	i	i	i	i	-9.9	1.3	-2.7	i	i	1.9	i
CCOC(=O)CN(C)Cc1cn(C)nc1-c1ccc(Oc2ccccc2)cc1	i	i	i	i	-9.8	1.7	-4.7	i	i	0.4	i
CC1CCN(C(=O)Cn2cc(SCC(=O)NCC3CCCO3)c3ccccc32)CC1 (stereo not drawn)	i	i	i	i	-21.2	4.0	0.7	i	i	nt	i
O=c1[nH]c(-c2ccccc2)nc2sc(-c3ccccc3)cc12	i	i	i	i	-11.8	-5.3	-0.2	i	i	-0.5	i
COc1cccc2c1OC[C@@H](CO)[C@H]2N(C)C(=O)Nc1ccccc1	i	i	i	i	-7.4	0.2	nt	i	i	-3.5	i
CCc1ccc(-c2csc(NC(=O)COC(=O)CCc3nc4ccccc4s3)n2)cc1	i	i	i	i	-7.8	-1.9	-0.3	i	nt	nt	i
CCc1ccc(C(C(=O)NCCOC)N(C(=O)Cn2nnc3ccccc32)c2cccnc2)cc1 (stereo not drawn)	i	i	i	i	-15.1	-5.8	-0.7	i	i	-3.2	i
COc1ccc(C2=NOC(Cn3nc(C(=O)NCc4ccc(C)cc4)cc3-c3ccccc3)C2)cc1 (stereo not drawn)	i	i	i	i	-9.8	2.3	-5.6	i	i	6.4	i
Cc1ccc(-c2cc(C(=O)N/N=C/c3c(C)nn(-c4ccccc4)c3C)n[nH]2)s1	i	i	i	i	-15.0	0.3	nt	i	-9.14*	-0.2	-7.7*
CCOC(=O)C1CCCN(c2c(NCCc3cccc(C)c3)c(=O)c2=O)C1 (stereo not drawn)	i	i	i	i	-12.8	2.5	-2.9	i	i	-3.1	i
COC(=O)c1[nH]c2cc(OC)c(OC)cc2c1NC(=O)c1cccc(OC)c1	i	i	i	i	-3.5	-1.0	4.7	i	i	-1.6	i
NCCCCCc1nnc(SCc2ccc(Cl)cc2Cl)o1	i	i	i	i	-2.6	-3.1	2.6	i	i	3.5	i
Cc1ccccc1-c1ccnc2[nH]n(-c3ccccc3)c(=O)c12	i	i	i	i	-1.1	0.7	0.0	i	i	-8.0	i
CS(=O)(=O)c1ccc(Cl)c(NC(=O)CSc2n[nH]c(N)n2)c1	i	i	i	i	-1.9	-0.5	-1.6	i	i	4.1	i
O=C(NNC(=O)c1ccccc1O)c1ccc(NS(=O)(=O)c2ccc(F)c(F)c2)cc1	6*	i	i	i	-29.1	-0.1	2.0	i	i	-4.7	i
CCCCn1c(N)c(N(CC)C(=O)c2cc(Br)ccc2Cl)c(=O)[nH]c1=O	i	i	i	i	-12.2	-1.8	-2.6	i	i	0.9	i
O=C(NCCS(=O)(=O)c1ccc(Br)cc1)c1ccc(F)cc1	i	i	i	i	-0.8	1.0	-3.2	i	i	1.0	i
COc1ccc(Cc2nn3c(-c4cc(OC)c(OC)c(OC)c4)nnc3s2)cc1	i	i	i	i	-11.3	-4.8	-1.0	i	i	5.1	i
COc1ccc(C(=O)Nc2ccc(S(=O)(=O)N3CCCC3)cc2)cc1[N+](=O)[O-]	i	i	i	i	-7.1	3.6	0.0	i	i	-4.2	i
O=C(c1cccnc1)N1CCN(C/C=C/c2ccccc2)CC1	i	i	i	i	-5.2	-2.3	-4.5	i	i	3.8	i
CCOC(=O)C1C(=O)C=C(c2cccs2)CC1c1ccccc1C (stereo not drawn)	i	i	i	i	-2.6	-1.5	-0.2	i	i	-4.6	i
Cc1ccc(C(=O)Nc2ccccc2C(=O)NCC2CCCO2)cc1 (stereo not drawn)	i	i	i	i	-0.1	1.3	6.9	i	i	3.2	i
CC(=O)NS(=O)(=O)c1ccc(NC(=O)c2cc(-c3ccc(C)c(C)c3)nc3ccccc23)cc1	i	i	i	i	-13.5	1.5	-2.7	i	i	-32.0	i
CCOC(=O)c1c(NC(=O)C2COc3ccccc3O2)sc(C)c1C (stereo not drawn)	i	i	i	i	-5.3	-1.3	-1.2	i	-8.82*	-3.1	i
COc1ccc(C(=O)Cn2nnc(-c3ccccc3NC(=O)c3ccco3)n2)cc1	i	i	i	i	-7.7	1.7	nt	i	i	4.5	i
CC(=O)NCc1ccc(C(=O)CSc2nnc(-c3ccncc3)n2Cc2ccccc2)o1	i	i	i	i	-12.3	-0.6	-0.6	i	i	1.1	i
O=[N+]([O-])c1ccccc1/C=N/N1CCN(c2ccncc2S(=O)(=O)N2CCCCC2)CC1	i	i	i	i	-5.5	-1.3	0.8	i	i	-3.2	i
N#Cc1cc(C(=O)c2cc(Cl)ccc2O)cn(-c2ccccc2)c1=O	i	i	i	i	-5.0	3.7	-2.7	i	i	-5.5	i
CCc1nnc(NC(=O)c2ccc(S(=O)(=O)NC3CCCCC3)cc2)s1	i	i	i	i	-1.4	-4.4	-2.2	i	i	-7.7	i
O=C(COC(=O)/C=C/c1cccs1)Nc1cccc(S(=O)(=O)N2CCOCC2)c1	i	i	i	i	-5.0	0.3	nt	i	i	-3.6	i
CCOC(=O)C(C)Oc1ccc2c(C)cc(=O)oc2c1C(C)=O (stereo not drawn)	i	i	i	i	-9.8	-4.2	-2.2	i	i	-0.1	i
COCCn1c(SCCCc2ccccc2)nc2c1c(=O)[nH]c(=O)n2C	i	i	i	i	-5.3	0.9	-0.2	i	i	-0.6	i
Cc1cc(C(=O)N/N=C/c2ccc(C)o2)c2ccccc2n1	i	i	i	i	-4.0	-1.3	4.0	i	i	-6.6	i
NC(=O)C1CCN(C(=O)C23CC4CC(CC(C4)C2)C3)CC1	i	i	i	i	-7.7	-1.9	-0.9	i	i	1.8	i
O=C(NCc1ccncc1)C(=O)NCC1OCCN1S(=O)(=O)c1ccc(Br)cc1 (stereo not drawn)	i	i	i	i	-7.8	-16.2	1.4	i	i	nt	i
CCOC(=O)[C@@H]1[C@H]2COc3cc(OC)ccc3[C@@H]2N2C(=O)N(c3ccc(OC)cc3)C(=O)[C@]12C	i	i	i	i	-6.7	-2.1	2.7	i	i	-2.3	i
N=c1c(C(=O)NC2CCCCC2)cc2c(=O)n3ccccc3nc2n1Cc1cccnc1	i	i	i	i	-18.2	nt	0.6	i	i	-4.3	i
O=[N+]([O-])c1ccc(S(=O)(=O)CC(CN2CCCCC2)N2CCCCC2)cc1 (stereo not drawn)	i	i	i	i	-11.0	2.4	1.1	i	i	9.1	i
CC(=O)c1cccc(N(C(=O)c2ccco2)C(C(=O)NC2CCCC2)c2cccs2)c1 (stereo not drawn)	i	i	i	i	-11.8	-1.4	-1.1	i	i	-4.9	i
COC(=O)n1c(=O)oc2cc(S(=O)(=O)N3CCOCC3)ccc21	i	i	i	i	-13.8	2.8	0.0	i	i	4.1	i
O=C(CSCc1cc(=O)[nH][nH]1)Nc1ccc(F)cc1	i	i	i	i	-2.8	-1.0	0.5	i	i	9.6	i
Cc1ccc(Cn2c(C(C)Nc3nc(-c4ccc(Cl)c([N+](=O)[O-])c4)cs3)nc3cc(C(F)(F)F)ccc32)cc1 (stereo not drawn)	i	i	i	i	-2.2	2.4	1.6	i	i	7.9	i
COc1ccc(C(=O)NCC(=O)n2nc(C)cc2C)cc1OC	i	i	i	i	-4.2	-3.8	-1.1	i	i	-2.3	i
CCCc1ncc(C(=O)c2ccc(OC)cc2)n1C	i	i	i	i	-2.7	2.7	-3.9	i	i	6.2	i
COCCNC(=O)Cn1cc(/C=N/NC(=O)c2ccc(Oc3ccc(O)cc3)cc2)c2ccccc21	i	i	i	i	-8.1	0.9	0.6	i	i	0.8	i

Bioassay records as filed in PubChem.
